# High-throughput results as filed in PubChem.
# C diff growth: C. difficile growth inhibitors, primary screen, HTS; AID 1259249, 2017; Clostridium difficile clinical isolate growth, OD600, 24 h; hits give low values; 86,000 tested, 0.25% active; growth activity, negative = inhibition, % at 16 µg/mL (by protocol);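 active = mean growth activity at or below -80% and every replicate also at or below -80%; inconclusive = mean at or below -80% but some replicate above -80%; inactive = mean growth activity above -80%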;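 also: 0% = DMSO wells and -100% = levofloxacin 16 µg/mL wells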
# KDM4C inh: inhibitors of GASC-1 (KDM4C) histone demethylase, primary screen, biochemical, single concentration HTS. GST-KDM4C 2-372, H3K9me3 peptide, LANCE TR-FRET. inhibition, % at 12.5 µM. 96,000 tested, 0.15% active;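 active = mean replicate inhibition above about 25%, with at least 55% of replicates also reaching it, limit read from the data, passing the limit was not always enough; inconclusive = only one of those two conditions met; inactive = neither condition met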
# Target sequence (Q9H3R0 2-372 limits assumed): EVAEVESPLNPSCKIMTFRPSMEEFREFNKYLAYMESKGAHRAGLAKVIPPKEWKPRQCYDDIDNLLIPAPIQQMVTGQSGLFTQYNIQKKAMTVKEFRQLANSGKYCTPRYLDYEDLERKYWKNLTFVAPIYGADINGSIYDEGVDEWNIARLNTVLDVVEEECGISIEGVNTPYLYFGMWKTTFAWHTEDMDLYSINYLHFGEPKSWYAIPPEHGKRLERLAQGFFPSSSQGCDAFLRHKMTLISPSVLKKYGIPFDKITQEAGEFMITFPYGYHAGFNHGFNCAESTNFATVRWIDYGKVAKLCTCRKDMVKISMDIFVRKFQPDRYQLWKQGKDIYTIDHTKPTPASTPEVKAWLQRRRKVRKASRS
#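 System: N-terminal GST-fused human GASC-1 (KDM4C) fragment, residues 2-372; amount: enzyme final amount 10 nM; incubation: reaction 30 min RT, detection step 1 h RT; medium: HEPES buffer, pH 7.5, plus ascorbate; technique: LANCE TR-FRET, Eu antibody, ULight-streptavidin, EDTA, ex 340 nm, em 618/671 nm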
# Pf Dd2 growth: P. falciparum Dd2 growth inhibitors, primary screen, SYBR Green fluorescence, single dose replicates; AID 1159554, 2015; activity change, % at 10 µM; 94,000 tested, 2.3% active; 72 h; hits give low values; in the data active = activity change below about -80%; inconclusive = no clear call, values can overlap the other calls
# Tcruzi prolif: T. cruzi intracellular proliferation inhibitors, primary screen, cell-based, beta-gal Tulahuen parasites, NIH3T3 host, luminescence. T. cruzi beta-gal in NIH3T3, GalScreen luminescence, 90 h. inhibition, % at 8.34 µM. 77,000 tested, 5.9% active. AID 624255, 2012;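 active = mean inhibition above about 93%, with at least 55% of replicates each passing it, limit read from the data, passing the limit was not always enough; inconclusive = only one of those two conditions holds; inactive = neither condition holds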
# * = called active by the depositor; u = inconclusive; x = not tested or not shown; & = joins results of further samples.
SMILES	C diff growth	KDM4C inh	Pf Dd2 growth	Tcruzi prolif
O=C(C[C@@H]1CC[C@H]2[C@@H](COC[C@H](O)CN2C(=O)Nc2cccc(F)c2)O1)NCc1ccccc1F	x	-0.6	4	-7
C[C@H](CO)N1C[C@H](C)[C@H](CN(C)S(C)(=O)=O)Oc2ncc(C3=CCCCC3)cc2C1=O	x	4.8	21	48
Cc1noc(C)c1S(=O)(=O)Nc1ccc2c(c1)C(=O)N([C@@H](C)CO)C[C@@H](C)[C@@H](CN(C)C(=O)CCCN(C)C)OCCCC[C@@H](C)O2	-6	2.1	11	1
CO[C@@H]1CN(C)C(=O)c2ccc(NC(=O)CN(C)C)cc2OC[C@@H](C)N(C(=O)C2CCCCC2)C[C@H]1C	4	9.9	x	20
COc1ccc2c3c([nH]c2c1)[C@H](CO)N(C(=O)C1CCOCC1)CC31CCN(S(C)(=O)=O)CC1	-8	0.0	63	x
O=C(C[C@@H]1C[C@@H]2c3cc(NC(=O)Nc4ccccc4F)ccc3O[C@@H]2[C@@H](CO)O1)NCc1ccccn1	-9	0.5	7	x
CCN1CC(=O)N2[C@@H](CO)[C@H](c3ccc(-c4cccnc4)cc3)[C@@H]2C1	-4	-2.4	22	x
CN1C(=O)c2cc(NC(=O)c3cccs3)ccc2OC[C@H]2O[C@@H](CC(=O)NCC3CC3)CC[C@H]21	3	-0.3	-16	47
CN1C(=O)c2cc(NC(=O)c3cccs3)ccc2OC[C@H]2O[C@H](CC(=O)O)CC[C@@H]21	-3	-0.8	8	12
CO[C@@H]1CN(C)C(=O)c2cc(NS(=O)(=O)c3cccc(F)c3)ccc2OC[C@@H](C)N(Cc2cc(F)ccc2F)C[C@H]1C	-4	1.1	-70	u
CN1C(=O)c2cc(NC(=O)c3cccs3)ccc2OC[C@@H]2O[C@@H](CC(=O)O)CC[C@H]21	-2	0.6	3	17
COc1cccc(S(=O)(=O)N(C)C[C@@H]2OCc3ccccc3-c3c(n(C)c4ccccc34)C(=O)N([C@@H](C)CO)C[C@@H]2C)c1	-7	-3.7	-85*	79
COc1ccc(NC(=O)N(C)C[C@H]2Oc3ccc(NC(=O)Nc4ccc(F)cc4)cc3C(=O)N([C@H](C)CO)C[C@H]2C)cc1	0	2.2	-14	-14
CNC[C@@H]1Oc2ccc(NS(C)(=O)=O)cc2CC(=O)N([C@@H](C)CO)C[C@@H]1C	x	-1.4	16	-25
Cc1ccccc1-c1cnc2c(c1)C(=O)N([C@@H](C)CO)C[C@H](C)[C@@H](CN(C)Cc1cncnc1)O2	4	5.3	3	x
COc1ccccc1NC(=O)N(C)C[C@H]1OCc2cnnn2CCCC(=O)N([C@H](C)CO)C[C@H]1C	1	x	19	-21
C[C@H]1CN([C@@H](C)CO)C(=O)Cc2cc(NC(=O)Nc3ccc4c(c3)OCO4)ccc2O[C@H]1CN(C)Cc1ccc(C(=O)O)cc1	-1	1.7	25	7
O=C(NC1CCCCC1)[C@H]1[C@H](CO)[C@H]2Cn3c(cccc3=O)[C@H]2N1CC1CCCC1	-8	0.7	14	x
COc1ccccc1CNC(=O)C[C@@H]1CC[C@H]2[C@H](COc3ccc(NC(=O)Nc4ccc(F)c(F)c4)cc3C(=O)N2C)O1	0	-2.3	0	20
CC(=O)N1Cc2cc(C(=O)NCC(F)(F)F)nc(-c3cccc(-c4cncnc4)c3)c2[C@@H]1CCO	10	0.9	34	x
C[C@@H]1CCCCO[C@H](CN(C)C(=O)CCC(F)(F)F)[C@@H](C)CN([C@H](C)CO)C(=O)c2cc(NC(=O)NC3CCCCC3)ccc2O1	-1	3.4	7	50
O=C(N[C@H]1CC[C@@H](CCNC(=O)C2CCC2)O[C@H]1CO)c1ccccn1	-1	-0.8	-5	x
CO[C@H]1CN(C)C(=O)c2cc(NC(=O)CC(F)(F)F)ccc2OC[C@H](C)N(C(=O)c2ccccc2F)C[C@H]1C	1	0.6	11	x
C[C@@H]1CCCCO[C@H](CN(C)Cc2ccc3c(c2)OCO3)[C@H](C)CN([C@H](C)CO)C(=O)c2cc(NC(=O)c3ccccc3)ccc2O1	-6	-2.2	-70	x
CO[C@@H]1CN(C)C(=O)c2ccc(NC(=O)c3cnccn3)cc2OC[C@H](C)N(C(C)=O)C[C@@H]1C	1	x	11	x
COc1ccc(-c2ccc([C@@H]3[C@H](C#N)N(C(=O)C4CC4)[C@H]3CO)cc2)cc1	-7	0.9	-12	58
CN1c2ccc(-c3cccc(F)c3)cc2[C@@H]2[C@@H](CCN2C(=O)c2ccccc2F)[C@H]1CO	-13	0.4	-9	51
C[C@H](CO)N1C[C@H](C)[C@H](CN(C)C(=O)Nc2cccc3ccccc23)Oc2c(NC(=O)c3nc4ccccc4s3)cccc2C1=O	x	1.5	-31	82
C[C@H](CO)N1C[C@H](C)[C@H](CN(C)CC2CCCCC2)Oc2ccc(NC(=O)C3CC3)cc2C1=O	25	1.1	0	18
COc1ccccc1-c1ccc2c(c1)[C@H]1[C@H](CCN1C(=O)C1CC1)[C@@H](CO)N2	-1	-1.0	4	98*
COc1ccc2c3c([nH]c2c1)[C@@H](CO)NCC31CN(C(=O)Nc2ccc3c(c2)OCO3)C1	11	-0.1	24	x
COc1ccc(-c2cnc3c(c2)C(=O)N([C@@H](C)CO)C[C@H](C)[C@@H](CN(C)C(=O)Cc2cccnc2)O3)cc1	x	2.8	61	x
C[C@@H]1CN([C@H](C)CO)C(=O)Cc2cc(N(C)C)ccc2O[C@@H]1CN(C)C(=O)Nc1ccc2c(c1)OCO2	-1	1.7	5	20
COC(=O)[C@H]1[C@H](CO)[C@H]2Cn3c(ccc(/C=C/c4ccccc4)c3=O)[C@H]2N1CC1CCCCC1	18	-0.6	-13	67
Cc1ccc(-c2cnc3c(c2)C(=O)N([C@H](C)CO)C[C@@H](C)[C@H](CN(C)C(=O)c2ccc(F)cc2)O3)cc1	x	-0.6	-8	60
C[C@H]1CCCCO[C@@H](CN(C)Cc2ccc(C(F)(F)F)cc2)[C@@H](C)CN([C@@H](C)CO)C(=O)c2cc(N(C)C)ccc2O1	10	1.2	-31	84
C[C@H]1CN([C@@H](C)CO)C(=O)c2cc(-c3ccc(C(=O)N(C)C)cc3)cnc2O[C@H]1CN(C)Cc1ccc(C(=O)O)cc1	2	0.4	14	43
CN1C(=O)c2cc(NS(C)(=O)=O)ccc2OC[C@H]2O[C@H](CC(=O)NCc3ccc(-c4ccccc4)cc3)CC[C@@H]21	0	1.9	x	1
CCCN1[C@H](C(=O)N2CCCCC2)[C@@H](CO)[C@@H]2Cn3c(ccc(-c4ccccc4OC)c3=O)[C@@H]21	-1	4.1	-18	66
CN1C[C@@H]2[C@H](c3ccccc31)[C@H](CO)N2Cc1ccccc1	3	2.1	-13	25
Cc1noc(C)c1S(=O)(=O)N(C)C[C@H]1Oc2c(NS(=O)(=O)c3ccccc3)cccc2C(=O)N([C@@H](C)CO)C[C@H]1C	-8	-2.1	-11	6
CNC[C@@H]1Oc2c(NS(=O)(=O)c3ccc(F)cc3)cccc2C(=O)N([C@H](C)CO)C[C@H]1C	-6	0.0	30	26
O=C(C[C@@H]1CC[C@H]2[C@@H](COC[C@@H](O)CN2Cc2ccc3c(c2)OCO3)O1)N1CCCCC1	1&-1	0.5	x	-21
COc1ccc(NC(=O)Nc2ccc3c(c2)[C@@H]2C[C@@H](CC(=O)NCC4CC4)O[C@@H](CO)[C@@H]2O3)cc1	-4	8.5	1	8
CNC[C@@H]1Oc2c(NC(=O)c3cc(C)nn3C)cccc2C(=O)N([C@H](C)CO)C[C@H]1C	0	1.5	25	x

# Some of the entries so far, with values under each structure.
# Each structure is followed by: C diff growth, KDM4C inh, Pf Dd2 growth, Tcruzi prolif
CN1C(=O)c2cc(NS(C)(=O)=O)ccc2OC[C@H]2O[C@H](CC(=O)NCc3ccc(-c4ccccc4)cc3)CC[C@@H]21
  0, 1.9, x, 1
CCCN1[C@H](C(=O)N2CCCCC2)[C@@H](CO)[C@@H]2Cn3c(ccc(-c4ccccc4OC)c3=O)[C@@H]21
  -1, 4.1, -18, 66
CN1C[C@@H]2[C@H](c3ccccc31)[C@H](CO)N2Cc1ccccc1
  3, 2.1, -13, 25
Cc1noc(C)c1S(=O)(=O)N(C)C[C@H]1Oc2c(NS(=O)(=O)c3ccccc3)cccc2C(=O)N([C@@H](C)CO)C[C@H]1C
  -8, -2.1, -11, 6
CNC[C@@H]1Oc2c(NS(=O)(=O)c3ccc(F)cc3)cccc2C(=O)N([C@H](C)CO)C[C@H]1C
  -6, 0.0, 30, 26

# The list goes on.
SMILES	C diff growth	KDM4C inh	Pf Dd2 growth	Tcruzi prolif
O=C1CNC[C@H]2[C@@H](c3ccc(-c4ccccc4F)cc3)[C@@H](CO)N12	-1	0.8	-53	x
C[C@@H]1CN([C@@H](C)CO)C(=O)CCCn2nncc2CO[C@H]1CN(C)Cc1ccc2c(c1)OCO2	1	2.2	-17&1	9&-17
C/C=C/c1ccc2c(c1)O[C@H](CN(C)C(=O)c1cnccn1)[C@@H](C)CN([C@@H](C)CO)S2(=O)=O	-5	-0.7	-18	x
C[C@H](CO)N1C[C@H](C)[C@H](CN(C)Cc2ccccc2)OCCCC[C@H](C)Oc2ccc(NS(C)(=O)=O)cc2C1=O	1	0.2	-3	-29
CCS(=O)(=O)N1CCC2(CC1)CN(C(=O)c1ccc(F)cc1)[C@H](CO)c1c2c2ccc(OC)cc2n1C	5	-1.0	-26	x
C[C@H]1CN([C@@H](C)CO)C(=O)c2cc(NC(=O)c3ccncc3)ccc2O[C@H]1CN(C)S(=O)(=O)c1ccc(Cl)cc1	-6	0.0	16	4
C[C@@H]1CN([C@@H](C)CO)C(=O)c2cc(NC(=O)NC3CCCCC3)ccc2O[C@@H](C)CCCCO[C@H]1CN(C)C(=O)Nc1ccccc1	x	-0.1	-57	81
Cc1ccc(S(=O)(=O)N(C)C[C@H]2Oc3c(NC(=O)Nc4ccccc4)cccc3C(=O)N([C@H](C)CO)C[C@H]2C)cc1	4	-0.1	-37	101*
C[C@@H]1CN([C@@H](C)CO)C(=O)CCCn2nncc2CO[C@H]1CN(C)Cc1ccc2cccnc2c1	-4	-0.4	-16&-22	20&2
N#C[C@@H]1[C@@H](c2ccc(C#Cc3cccc(F)c3)cc2)[C@H](CO)N1C(=O)C1CCOCC1	11	-1.1	-49	84
COc1ccc(S(=O)(=O)N(C)C[C@@H]2Oc3c(NC(=O)CCCCCC(=O)Nc4ccccc4N)cccc3C(=O)N([C@@H](C)CO)C[C@@H]2C)cc1	1	0.0	-67	x
CO[C@H]1CN(C)C(=O)c2cc(NC(=O)NC(C)C)ccc2OC[C@@H](C)N(C(=O)CC2CC2)C[C@@H]1C	x	1.2	1	-19
COc1ccc(S(=O)(=O)Nc2ccc3c(c2)CC(=O)N([C@H](C)CO)C[C@H](C)[C@H](CN(C)C(=O)Nc2cccc4ccccc24)O3)cc1	-7	0.8	-6	-26
O=C(C[C@@H]1C[C@H]2c3cc(NS(=O)(=O)c4ccc(F)cc4)ccc3O[C@H]2[C@H](CO)O1)NC1CCCC1	x	0.3	-15	-34
O=C(NCC1CCCCC1)[C@H]1N[C@H]2c3ccc(C4=CCCCC4)c(=O)n3C[C@H]2[C@@H]1CO	2	0.0	7	74
N#C[C@H]1[C@H](c2ccccc2)[C@@H](CO)N1C(=O)Cc1ccccc1	4	-5.1	21	40
CNC[C@H]1Oc2ccc(NC(=O)Nc3ccc(OC)cc3)cc2C(=O)N([C@H](C)CO)C[C@@H]1C	-2	x	21	-15
CN1c2ccc(-c3cccc(F)c3)cc2[C@@H]2[C@@H](CCN2S(=O)(=O)c2cccc(F)c2)[C@H]1CO	5	-2.1	14	75
O=C(C[C@H]1CC[C@H]2[C@@H](COC[C@@H](O)CN2Cc2ccc3c(c2)OCO3)O1)Nc1ccc(-c2ccccc2)cc1	51&18	4.2	-40	113*
O=C(NCC[C@@H]1CC[C@H](NC(=O)C2CCCC2)[C@H](CO)O1)c1cc(Cl)cc(Cl)c1	4	1.3	8	x
COc1ccccc1CNC(=O)C[C@@H]1C[C@@H]2c3cc(NC(=O)c4cccnc4)ccc3O[C@@H]2[C@H](CO)O1	x	-1.5	9	29
C[C@@H]1CN([C@H](C)CO)C(=O)c2cc(NC(=O)C3CCCCC3)ccc2O[C@@H](C)CCCCO[C@@H]1CN(C)Cc1ccc(C(F)(F)F)cc1	4	-2.0	-35	u
COc1ccc2c3c(n(C)c2c1)[C@@H](CO)N(C(=O)Nc1ccc(F)cc1)CC31CCN(C(=O)NC2CCCC2)CC1	22	-2.3	u	x
